ABCB6 inh 2 = ABCB6 transporter inhibitors, primary screen, K562-ABCB6 cells, flow cytometry, MLPCN library; 360,000 compounds, 0.19% hits; K562-ABCB6 porphyrin accumulation, 1 h; hits give low values; fluorescence ratio to DMSO, % at 10 µM; AID 602162, 2011;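 active = fluorescence ratio to DMSO below 75%, the collection mean minus 3 SD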;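 also: signal is porphyrin accumulated inside mitochondria; 100% equals median channel fluorescence of DMSO control wells; lower ratio means ABCB6 inhibition with less porphyrin fluorescence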
MC4R barr agon = MC4R agonists recruiting beta-arrestin, primary screen, cell-based, luminescence, agonist arm of biased-ligand search | Melanocortin receptor 4 (Homo sapiens), P32245 | U2OS MC4R beta-arrestin complementation; percent of melanotan II response, DMSO zero | activation, % at 8.9 µM | 360,000 compounds, 0.98% hits | AID 540308, 2011;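 active = activation above a per-plate cutoff, the mean activation of sample wells on that plate plus 3 SD, cut at about 8% in these data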
Target sequence (P32245 whole entry, looked up): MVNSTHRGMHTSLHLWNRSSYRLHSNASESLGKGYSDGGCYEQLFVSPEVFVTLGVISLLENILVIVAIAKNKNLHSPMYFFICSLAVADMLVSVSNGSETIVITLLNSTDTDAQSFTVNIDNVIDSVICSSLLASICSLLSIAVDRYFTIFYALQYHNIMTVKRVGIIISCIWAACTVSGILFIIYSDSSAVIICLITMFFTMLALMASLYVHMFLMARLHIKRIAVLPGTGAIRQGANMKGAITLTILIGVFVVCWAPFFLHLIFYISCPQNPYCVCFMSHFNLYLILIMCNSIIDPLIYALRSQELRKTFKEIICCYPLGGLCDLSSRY
PDI inh = inhibitors of human PDI, primary screen, biochemical, turbidity, single point, plate reader; Protein disulfide-isomerase (Homo sapiens), P07237; PDI insulin aggregation turbidity, A650, 90 min; inhibition, % at 10 µM; 350,000 compounds, 0.052% hits;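 active = mean inhibition across replicates of 30% or more, whatever share of single replicates reach that level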;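 also: absorbance from insulin aggregation driven by PDI reduction with DTT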
m5-HT2A agonist = mouse Htr2a agonists via beta-arrestin recruitment, primary screen, cell-based, luminescence; activation, % at 7.6 µM; AID 624169, 2012; 360,000 compounds, 0.66% hits; CHO-K1 mHTR2A beta-arrestin complementation; percent of 30 µM serotonin response;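 active = activation above a run cutoff, the mean activation of all tested compounds plus 3 SD, cut at about 14% in these data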;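 also: 0% = plate median of compound wells and 100% = 30 µM serotonin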
Target sequence (P35363 whole entry, looked up): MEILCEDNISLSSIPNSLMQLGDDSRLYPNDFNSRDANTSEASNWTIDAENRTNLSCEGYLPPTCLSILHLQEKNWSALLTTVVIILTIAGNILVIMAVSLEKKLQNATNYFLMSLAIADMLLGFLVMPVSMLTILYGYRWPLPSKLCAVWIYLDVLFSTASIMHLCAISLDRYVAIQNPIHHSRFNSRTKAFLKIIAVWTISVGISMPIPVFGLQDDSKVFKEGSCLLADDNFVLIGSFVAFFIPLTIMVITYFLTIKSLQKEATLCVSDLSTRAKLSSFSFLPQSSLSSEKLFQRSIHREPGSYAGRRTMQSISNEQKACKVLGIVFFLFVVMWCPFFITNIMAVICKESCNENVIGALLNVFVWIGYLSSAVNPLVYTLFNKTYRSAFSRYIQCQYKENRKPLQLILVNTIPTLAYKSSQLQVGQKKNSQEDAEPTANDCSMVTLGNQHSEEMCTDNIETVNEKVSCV
aDG glyco up = activators of alpha-DG glycosylation, primary screen, uHTS, Pro5-aDG cells, AlphaScreen; alpha-DG glycosylation AlphaScreen (IIH6); 0% Pro5, 100% B10-LARGE cell signal; activation, % at 10 µM; 360,000 compounds, 0.22% hits; AID 624168, 2012;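 active = activation of at least 8% versus controls, or a plate z-score of at least 8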;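 also: Pro5 are CHO cells carrying HIG-tagged alpha-DG that lacks glycosylation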
MC4R antagonist = MC4R antagonists of cAMP signaling, primary screen, cell-based, TR-FRET, antagonist arm of biased-ligand search; inhibition, % at 6.5 µM; AID 540295, 2011; 360,000 compounds, 0.48% hits; Melanocortin receptor 4 (Homo sapiens), P32245; MC4R-expressing cells, MTII-stimulated cAMP, LANCE TR-FRET;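 active = inhibition above its plate's cutoff, the mean of tested wells on that plate plus 3 SD, cut at about 29% in these data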;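 also: 0% = Melanotan II alone and 100% = Melanotan II plus saturating MCL0020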
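Assay system: human MC4R-expressing U2OS cells; reagent: Melanotan II stimulation of cells; dosing: 6.5 µM single dose; timing: compound 30 min, challenge 1 h, detection 1 h; signal: TR-FRET cAMP assay; replicates: one well per compound, no replicates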
H9c2 protect = cardioprotection against H2O2-induced cell death, primary screen, uHTS, H9c2 cells, ATPLite luminescence; AID 588492, 2011; protection from H2O2 cell death, % at 20 µM; 360,000 compounds, 0.63% hits; H9c2 cardiomyocytes, H2O2 injury protection, 2 h;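 active = compounds giving at least 50% protection of heart cells from peroxide-induced death in the single-dose screen, raw or plate-pattern-corrected value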;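 also: 0% = DMSO wells with peroxide and 100% = DMSO wells without peroxide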
CaV13 FRET inh = Primary screen for inhibitors of IQ motif and Ca2+-dependent inactivation inhibitor domain binding in CACNA1D, Förster resonance energy transfer in living cells, …. HEK cells, CFP/YFP FRET ICDI-IQ, plate reader, 10 min; percent FRET-ratio fall versus neutral wells. inhibition, % at 12.3 µM. 340,000 compounds, 0.098% hits;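 active = mean replicate inhibition of at least 30% and at least 1% of replicates passing that level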;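 also: 0% = median of the neutral control wells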
N-glyco inh = increase of ERlucT glycosylation luciferase signal, primary screen, N-linked glycosylation inhibitor project, D54 ERlucT cells, luminescence, set 2 | D54 ERlucT glycosylation luciferase reporter, 24 h; percent of 100 nM tunicamycin response | AID 588692, 2011 | reporter increase, % at 12.5 µM | 360,000 compounds, 0.23% hits;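 active = mean luciferase reporter signal, scaled so untreated is 0 and the glycosylation-blocking control 100, at or above a set limit in every replicate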;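 also: luciferase carries N-glycosylation sites so blocking glycosylation raises the light; 0% = median of neutral control wells and 100% = median of 100 nM tunicamycin wells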
Vif inh = HIV Vif self-association inhibitors, primary screen, imaging, HEK293T, single point; AID 602346, 2012; inhibition, % at 7.49 µM; HEK293T cells, Vif self-association by quenched fluorescence, 24 h; 340,000 compounds, 0.35% hits; in the data active = inhibition above about 50%, passing the limit was not always enough; also: some results filed as inactive read as strong as hits
* = called active by the depositor; . = no result given.

Every second line gives: ABCB6 inh 2, MC4R barr agon, PDI inh, m5-HT2A agonist, aDG glyco up, MC4R antagonist, H9c2 protect, CaV13 FRET inh, N-glyco inh, Vif inh
COc1cc(NC(=O)C2CCCN(S(=O)(=O)c3ccc4[nH]c(=O)ccc4c3)C2)cc(OC)c1 (configuration not stated)
    100.0, -0.1, 0.1, -0.3, 0.1, 9.9, 11.4, -5.1, 0.9, 2.5
CC(=O)n1cc(N(C(=O)CCl)c2ccc(Cl)cc2)c2ccccc21
    95.0, 13.0*, 3.6, -0.9, -0.1, 42.1*, -8.7, ., -4.0, -1.7
COC(=O)C1CCN(C(=O)Cc2ccc(Br)cc2)CC1
    98.0, 0.6, 6.3, -4.0, -0.1, 6.5, -1.3, -3.6, -1.5, -4.6
O=C(CS(=O)(=O)c1ccccc1)Nc1nc(-c2ccc(F)cc2)cs1
    98.0, -1.5, -9.4, -6.3, 0.0, 14.1, 4.1, -2.2, 0.4, -2.3
COc1ccc(N2CCN(Cc3ccc(Br)s3)CC2)cc1
    99.0, -0.4, -4.6, -0.7, -0.1, -2.0, -6.8, ., 1.1, .
COc1ccc(N2CCN(c3ccc(C(N)=O)cc3[N+](=O)[O-])CC2)cc1
    97.0, -1.0, -5.3, -2.0, 0.8, 0.6, -1.9, -4.0, -0.6, 0.3
CCOc1ccc(S(=O)(=O)Nc2ccccc2C(=O)N(C)C2CCN(C)CC2)cc1
    103.0, -0.6, -2.7, -8.2, 0.1, 6.8, 5.6, -4.4, 1.5, 41.4
Cc1ccc2cc(COC(=O)C3CCCO3)c(=O)[nH]c2c1 (configuration not stated)
    93.0, 1.3, 2.5, -0.9, -0.3, 5.2, 12.7, -5.0, 2.0, 9.4
Cc1cccc(N(Cc2cc3ccccc3[nH]c2=O)S(=O)(=O)c2ccccc2)c1
    98.0, 1.8, 12.4, -2.2, 0.1, -1.9, -2.3, -2.3, -2.7, -1.7
COC(=O)[C@@]1(Sc2ccc(C)cc2)CC(=O)N(C(=O)C2CC2)[C@@H]1c1ccccc1
    104.0, ., ., -0.4, 0.0, ., ., -7.2, ., .
Cc1ccc(C(=O)Nn2cnc3scc(-c4cccs4)c3c2=O)c(O)c1
    104.0, -0.6, 0.9, -6.0, 0.3, 11.1, -7.4, ., -0.7, -4.1
Cc1ccc(NC(=O)CN2C(=O)/C(=C3\SC(=S)N(C4CCS(=O)(=O)C4)C3=O)c3ccccc32)cc1 (configuration not stated)
    93.0, 0.0, -3.8, 0.3, -0.3, 3.0, -1.3, -4.9, 4.0, -9.4
O=C(NCc1cccc(Br)c1)C1CC(c2ccccc2C(F)(F)F)=NO1 (configuration not stated)
    109.0, 0.3, 0.9, 8.0, -0.3, -9.0, 0.1, -5.3, 5.2, .
C=C(C)CSc1nnc(-c2ccc(OC)cc2)n1N
    96.0, -0.2, -0.1, 2.6, -0.2, 2.4, 1.4, -5.8, -1.6, 2.5
CCOC(=O)[C@H]1[C@H]2COc3ccc(Br)cc3[C@H]2N2C(=O)CN(Cc3ccc(Cl)cc3)C(=O)[C@@]12C
    97.0, 2.3, 12.2, -0.3, -0.1, 3.4, -2.3, -10.7, -2.6, 1.3
Cc1ccc(S(=O)(=O)CCC(=O)OCCOc2ccc(Br)cc2)cc1
    93.0, -1.4, 0.4, 0.0, 0.1, 6.6, -7.6, -8.8, 1.9, 19.2
O=C(CCS(=O)(=O)Cc1ccccc1)Nc1ncc([N+](=O)[O-])s1
    97.0, -3.5, 0.4, -5.7, -0.5, 4.7, -3.4, ., -9.4, 3.6
CCN(CC)CCNc1nc(SC)nc2sc3c(c12)CCN(C)C3
    111.0, -1.3, 3.8, -6.3, 0.1, 10.4, 17.4, -5.6, -2.1, -2.3
O=C(COCc1nc2ccccc2c(=O)[nH]1)NCC1CCCCC1
    96.0, -1.4, 0.7, 1.0, -0.1, -2.5, 6.7, -8.4, -1.7, 5.5
CCNC(=O)c1ccc(NS(=O)(=O)c2ccccc2)cc1
    91.0, 0.5, 2.7, 1.1, 0.1, 2.8, -0.9, ., -2.2, 1.3
CCN(CC)S(=O)(=O)c1cc(NC(=O)Cn2cnc3ccccc3c2=O)ccc1C
    80.0, -0.5, 0.1, 1.2, 0.3, 4.7, -9.6, -4.1, 2.1, -13.1
S=C(NC1CCCCC1)N(CCc1ccccc1)CCc1ccccc1
    102.0, 4.5, -0.4, -1.9, 0.6, 12.1, -18.6, -7.0, -11.5, 3.2
Cc1cc(C)n2nc(CNS(=O)(=O)c3ccc(F)c(C)c3)nc2n1
    98.0, -1.0, ., -1.9, 0.2, 3.9, 7.0, -10.5, 0.7, 11.0
CCOc1ccc(NS(=O)(=O)c2cc(NC(=O)CCS(=O)(=O)c3ccc(C)cc3)ccc2OC)cc1
    98.0, -1.0, 8.6, 0.5, -0.2, -0.1, 1.7, -17.8, 4.6, -3.5
Nn1c(SCC(=O)NC2CCCC2)nnc1C(F)(F)F
    99.0, -0.9, 3.6, 0.4, -0.1, 10.0, 13.9, -5.5, 0.8, 0.3
CC(=O)Oc1ccc(C(=O)[C@H]2[C@H]3C(=O)N(c4cccc5ccccc45)C(=O)[C@H]3[C@@H]3C=CC=NN32)cc1
    107.0, 0.0, -1.8, 3.2, -0.5, 20.2, 1.4, -3.4, 0.5, -8.3
CN(C(=O)CCN1C(=O)C(C)(C)Nc2ccccc21)c1ccccc1
    91.0, -0.1, 1.0, 7.7, 1.0, -2.4, 5.3, -3.8, -1.4, -2.7
CCOc1cc(C(=O)Nc2ccc(S(=O)(=O)Nc3cc(C)on3)cc2)cc(OCC)c1OCC
    105.0, -1.5, -0.3, 0.7, 0.2, -3.5, -1.9, -7.5, 0.6, 9.9
Cc1noc(C)c1CSCC(=O)Nc1ccc(Br)cc1Cl
    102.0, -0.9, -2.6, 3.1, 0.8, -3.7, -1.5, -5.3, 2.7, -20.7
CC1(C)Cc2cccc(OCC(=O)Nc3cc(S(C)(=O)=O)ccc3Cl)c2O1
    97.0, -1.5, -3.9, 0.8, 0.1, 1.2, 7.8, -2.6, -1.0, -4.7
O=C(CCc1ccccc1)NC1C2CC3CC(C2)CC1C3 (configuration not stated)
    101.0, 1.1, -9.7, 0.4, 0.0, 5.7, 1.8, -20.6, -2.0, -9.5
CC1CCc2sc(C(=O)NCC3CCCO3)cc2C1 (configuration not stated)
    103.0, -3.7, 7.5, 0.7, 0.3, 3.8, -4.8, -17.0, -6.9, -1.8
Cc1onc(-c2c(F)cccc2Cl)c1C(=O)OCC(=O)NCc1ccco1
    100.0, -1.8, -4.1, -3.9, -0.2, 6.1, 1.8, ., -2.4, -1.5
CCCCOc1ccc(-c2n[nH]c(=S)n2Cc2ccccc2)cc1
    97.0, 3.5, -5.1, 5.5, -0.2, -0.1, -10.7, -11.8, 0.5, -11.8
O=C(Nc1ccc(F)cc1F)c1cccc(C(=O)Nc2ccc(F)cc2F)n1
    93.0, -3.0, 5.7, 3.6, -0.3, 5.5, -10.1, ., -14.8, 13.9
O=C(NCc1ccccc1F)C(=O)NCC1CCCN1S(=O)(=O)c1ccccc1 (configuration not stated)
    97.0, -2.4, -2.9, -4.8, 0.6, 8.5, 5.7, -2.8, 1.2, 1.7
Cc1ccc(NS(=O)(=O)c2cccc(C(=O)NCCc3c[nH]c4ccccc34)c2)c(C)c1
    97.0, -1.7, -3.5, -0.5, 0.2, 4.3, -11.1, -23.1, -4.0, 3.3
CCOC(=O)N1CCN(C(=O)c2ccccc2CCc2ccccc2)CC1
    118.0, -0.1, -0.9, -2.9, -0.2, 9.0, 4.7, -4.9, 0.0, -18.5
O=C(COC(=O)c1ccco1)NC(c1ccccc1)c1ccccc1
    105.0, 0.7, -3.9, -0.9, 0.2, 3.8, 5.6, -6.5, 3.7, 2.9
Cc1ccc(-n2c(SCC(N)=O)nnc2-c2ccccn2)cc1
    94.0, -1.2, 5.4, 4.2, -0.2, 16.2, 0.0, ., 1.4, -12.8
CCOC(=O)[C@H]1[C@H]2COc3ccc(Br)cc3[C@@H]2N2C(=O)[C@H](C)NC(=O)[C@@]12C
    98.0, 0.0, -1.8, 4.0, -0.1, -3.1, 8.7, -14.4, 1.6, -1.9
CN(C)c1ccc(C(c2ccc(N(C)C)cc2)c2ccc([N+](=O)[O-])cc2)cc1
    96.0, -0.5, 15.7, 7.7, -0.7, 0.4, -6.2, -4.5, -6.5, -7.2
O=C(COc1ccccc1)NC(Cc1c[nH]c2ccccc12)C(=O)O (configuration not stated)
    92.0, -1.4, -0.9, -2.1, 0.6, -2.3, 0.4, -4.4, 0.2, 0.1
O=C(Nc1ccccc1)N1CCSCC1
    98.0, -0.5, -9.2, 2.2, 0.0, 14.4, 0.2, -5.3, 1.3, 11.1
CCOC(=O)c1cnn2c(SC)ncnc12
    96.0, -3.4, -5.3, 2.3, -0.1, 6.0, 4.0, -5.9, 3.5, -9.0
CCS(=O)(=O)N1CCN(c2ccnc3cc(Cl)ccc23)CC1
    104.0, -0.4, -5.2, -5.0, 0.0, -2.1, 11.8, -3.8, -3.0, -5.4

Screening data as filed in PubChem.
